ERK EGF inh: blocks ERK signaling stimulated by EGF; AID 1454; HEK293-V1b, EGF-stimulated phospho-ERK AlphaScreen; 0.41% of 130,000 active; Potency, µM (series often up to 11.5 µM), for inactives: at the top dose activity change, negative = inhibition, most hits filed as inhibitors; active = well fitted inhibition curve with a large enough effect; inconclusive = small, poorly fitted or top-dose-only effect, or effect the other way;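 also: plate controls were stimulated vehicle wells for no effect and unstimulated vehicle basal for full effect; nearly all actives have a fitted effect of over 55% in size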
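Homogeneous cell-based phospho-ERK assay: HEK293/V1b cells in 1% FBS, compound 30 min then EGF 5 min, AlphaScreen luminescence. Activity normalized between DMSO and 25 nM EGF controls; AC50 from Hill modelling.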
Starred values were filed as active, the others as inactive; ? = inconclusive; [ ] = another dose, or the depositor's remark. Potency is read from the fitted curve at half-maximal effect. This is a subset; count on the stated rates, not on these rows.

SMILES	ERK EGF inh
Cc1sc(NC(=O)CN(Cc2ccccc2)C(=O)C2CC2)c(C(N)=O)c1C	-1%
COc1ccc(Nc2nc(CC(C)=O)ns2)cc1	21%
COc1cccc(NC(=S)N(CCN(C)C)C(C)c2ccncc2)c1 (configuration not stated)	2%[57.5 µM]
CCOC(=O)C1(Cc2ccccc2)CCCN(Cc2ccc(OCC)c(CO)c2)C1 (configuration not stated)	21%
CCCc1nnc(NC(=O)CCC(=O)NCCc2ccc(OC)c(OC)c2)s1	4%
CC(C)(C)c1cc(NCc2ccccn2)n2ncc(-c3ccc(Cl)cc3)c2n1	-6%[57.5 µM]
COc1cccc(N/C=C/c2onc(C)c2[N+](=O)[O-])c1	-20%
CCNC(=S)N1CCN(S(=O)(=O)c2cccc(C(F)(F)F)c2)CC1	-2%
Cc1cccc(CN2CCN(C(c3ccccc3)c3ccc(Cl)cc3)CC2)c1 (configuration not stated)	?
COC(=O)NNC(=O)CCCOc1ccc(Cl)cc1Cl	3%
COc1cc2[nH]c(=S)n(Cc3ccc(F)cc3)c(=O)c2cc1OC	-3%
N#C/C(=C\c1cn[nH]c1-c1ccccc1Br)C(=O)O	-1%
O=C(NCc1ccccc1Cl)c1ccc(Br)o1	-12%
CCc1ccc(C(=O)N/N=C/c2ccc(Cl)cc2Cl)nc1	7%
CCOC(=O)c1ccc(S(=O)(=O)NNC(=O)COc2ccc(C)cc2)cc1	13%
O=C(c1ccccc1O)N1CCOCC1	4%[57.5 µM]
CCN(CC)C(=O)Cn1c(=O)oc2ccccc21	-2%[57.5 µM]
Nc1nc(SCC(=O)NCc2ccc3c(c2)OCO3)n[nH]1	-62%
CCc1nnc(NC(=O)c2ccc(Cl)c(S(=O)(=O)N3CCc4ccccc4C3)c2)s1	?
COC(=O)C1=C(C)NC(C)=C(C(=O)OC)C1c1ccc(-c2cccc([N+](=O)[O-])c2)o1	9%[57.5 µM]
O=S(=O)(c1cccc2nonc12)N1CCN(c2ccc(F)cc2)CC1	-3%
CSc1ccccc1C(=O)Nc1cccc([N+](=O)[O-])c1C	-7%
O=C(COC(=O)CCc1nc2ccccc2c(=O)[nH]1)NC(c1ccccc1)c1ccccc1	-15%[57.5 µM]
O=C(COC(=O)c1cccc(S(=O)(=O)N2CCc3ccccc32)c1)Nc1ccc(Cl)cn1	2%
Oc1[nH]c2ccc(Br)cc2c1N=NC(=S)NCC1CCCO1 (configuration not stated)	?
O=C(N/N=C/c1cccc([N+](=O)[O-])c1)c1cc(-c2ccc3c(c2)OCO3)n[nH]1	-10%[57.5 µM]
CC(=O)c1ccc(-n2c(-c3cc(-c4ccsc4)n[nH]3)n[nH]c2=S)cc1	-2%
O=C(Nc1cccc(S(=O)(=O)N2CCCCCC2)c1)c1ccc2ccccc2n1	-7%
C=C1CCC2C(CC2(C)C)C(=C)CC/C1=N/O (configuration not stated)	10%
COc1cc(CC(=O)N/N=C/c2ccccc2)c([N+](=O)[O-])cc1OC	-1%
CC(=O)Nc1ccc(C(=O)Nc2nc(-c3ccccn3)cs2)cc1	-11%
COc1ccc(Nc2c(-c3ccco3)nc3cccc(C)n23)cc1	4%
CC1(C)C2CCC1(CS(=O)(=O)NC1CCCC1)C(=O)C2 (configuration not stated)	6%
Cc1cccc(NC(=O)CSc2nnc(CN3CCOCC3)n2C)c1C	-1%
Oc1ccc(N=Nc2ccc3c(c2)OCCO3)c2ncccc12	?
CS(=O)(=O)NCCNc1cc(Cl)ccc1[N+](=O)[O-]	-1%
COc1cccc(C2=NN(C(=O)c3ccco3)C(O)(C(F)(F)F)C2)c1 (configuration not stated)	-7%
COc1cccc2nc3cc(C)c(C)cc3nc12	-6%[57.5 µM]
CCn1cc(C(=O)NCCc2ccccc2)c(=O)c2cc(S(=O)(=O)N3CCCC3)ccc21	0%
COc1cccc(CNc2ccc(C(=O)O)cc2)c1OCc1ccccc1	-18%
COc1ccc(/C=N/NC(=O)c2ccc(N(C)S(=O)(=O)c3ccccc3)cc2)c(OC)c1	2%
CCOC(=O)c1ccc(-n2c(CN3CCC(O)CC3)nc3ccc([N+](=O)[O-])cc3c2=O)cc1	2%
COC(=O)CC1C(=O)NCCN1C(=O)c1ccc(S(=O)(=O)N2CCOCC2)cc1 (configuration not stated)	-4%
O=C(CNC(=S)NC(=O)c1ccc(F)cc1)c1ccccc1	-3%
CCc1ccc(NC(=O)CN(c2ccccc2)S(=O)(=O)N(C)C)cc1	-8%
c1ccc(-c2cccc(N3CCCC4(CCNCC4)C3)c2)cc1	3%
Cc1ccc(S(=O)(=O)N2CCCCC2)cc1NC(=O)CN1C(=O)CN(C)C1=O	5%
CCOC(=O)C1(CC2CC2)CCN(Cc2cnc(-c3ccccc3C)nc2)CC1	-15%
Cc1ccc2cc3c(N)[nH]nc3nc2c1	7%
O=C(N/N=C/c1cccc(Cl)c1Cl)Nc1ccccc1	6%[57.5 µM]

The list continues:
SMILES	ERK EGF inh
CCN1C(=O)C(CC(=O)Nc2ccc(Cl)cc2)N(NC(=O)c2ccncc2)C1=S (configuration not stated)	-1%[57.5 µM]
COc1cccc(NC(=O)N2CCN(c3nc(-c4cccc(OC)c4)cs3)CC2)c1	?
CCC(=O)N1CC2(c3ccccc3)CN(C(=O)CC)CC(c3ccccc3)(C1)C2=O	4%
CCNC(=S)N1CCCCC1CO (configuration not stated)	-7%
O=C(/C=C/c1ccc([N+](=O)[O-])cc1)Nc1ncc([N+](=O)[O-])s1	-10%
O=C1c2cccc(OCC(=O)N3CCCc4ccccc43)c2CCN1Cc1cccnc1	-2%
C/C(=N\NC(=O)c1nc2ccccn2c1C)c1cccc([N+](=O)[O-])c1	-22%
Cc1cc(C)n(C(=O)CNc2ccc(C)c(C)c2)n1	-4%
CCCCC12CN3CCN(CC(C3)/C1=N\NC(=O)Nc1ccccc1)C2	-1%
O=C(C1=NN[C@@H]2C(=O)N(c3ccccc3C(F)(F)F)C(=O)[C@H]12)c1ccc2ccccc2n1	-7%
O=C(O)Cn1c(=S)sc2ccccc21	1%
O=C(CN(C(=O)CNC(=O)c1ccco1)c1ccc2c(c1)OCCO2)NC1CCCCC1	6%
COc1ccc(N(C(=O)COc2ccc(F)cc2)S(=O)(=O)c2ccc(C)cc2)cc1	8%
O=C(CSc1ncnc2scc(-c3ccccc3)c12)NCc1ccc2c(c1)OCO2	-7%
Fc1ccccc1CNCCC(Cc1ccccc1)c1ccc2c(c1)OCO2 (configuration not stated)	-17%[57.5 µM]
O=C(CCc1nnc(CCc2c[nH]c3ccccc23)o1)NC1CCC1	-3%[57.5 µM]
COc1ccc(NC(=O)CN(C)CC(=O)Nc2ccc3c(c2)CCC3)cc1	-8%
N#Cc1c(-n2cccc2C=O)sc2c1CCCC2	9%
CCN(CC)C(=O)COc1ccc2c(c1)C(=O)CC(C)(C)O2	4%
COc1cccc(/C=C/C(=O)c2ccc(NC3=NCCCS3)cc2)c1	2%
COc1ccccc1NC(=O)c1c(Br)cnn1C	-7%
C=CCc1cccc(/C=N/NC(=O)C(C)Nc2cccc(C)c2)c1O (configuration not stated)	-2%
O=C(c1cccc([N+](=O)[O-])c1)N1CCN(c2cccc(Cl)c2)CC1	4%
C=C(C)C1CC=C(C)/C(=N/NC(=O)C2CC2c2ccccc2)C1 (configuration not stated)	0%
CC(=O)NCc1c(I)c(NC(C)=O)c(I)c(C(=O)O)c1I	5%
Cc1[nH]n(-c2ncc(-c3ccccc3)s2)c(=O)c1C(c1ccc(Br)cc1)C(C#N)C#N (configuration not stated)	?
Cc1ccc(OCC(=O)N2CCN(C(=O)c3ccncc3)CC2)cc1	-3%
c1cc2c(cn1)cnc1cscc12	6%
O=C(NC1CCCCCC1)c1cc(S(=O)(=O)N2CCC3(CC2)OCCO3)ccc1F	0%
COCC(C)n1c(C)cc(C(=O)COC(=O)CCc2nc3ccccc3c(=O)[nH]2)c1C (configuration not stated)	?

Arranged by SMILES length (low to high): part of the list above
SMILES	ERK EGF inh
CC1(C)C2CCC1(CS(=O)(=O)NC1CCCC1)C(=O)C2 (configuration not stated)	6%
Cc1sc(NC(=O)CN(Cc2ccccc2)C(=O)C2CC2)c(C(N)=O)c1C	-1%
O=C(CN(C(=O)CNC(=O)c1ccco1)c1ccc2c(c1)OCCO2)NC1CCCCC1	6%
O=C(/C=C/c1ccc([N+](=O)[O-])cc1)Nc1ncc([N+](=O)[O-])s1	-10%

Additional structures follow.
SMILES	ERK EGF inh
COc1ccc(CNc2ccnc(-c3ccccc3C(F)(F)F)n2)c(OC)c1	24%
O=C(CSc1nnnn1C1CCCCC1)NNC(=O)c1ccco1	28%
Clc1ccccc1-c1nc(N2CCNCC2)c2ccccc2n1	46%
Cc1ccsc1-c1nc(CN2C[C@@H](C)O[C@@H](C)C2)c(C)o1	-3%
COc1ccc(CC(=O)NCCC2=CCCCC2)cc1	-2%
Cc1cc(C)c2c(=O)[nH]c(SCC(=O)NCCc3ccccc3)nc2n1	-9%
CC1Cc2ccccc2N1CC(=O)NC(=O)NC1CCCC1 (configuration not stated)	-3%
O=C(CNC(=O)c1ccc(Cl)cc1)OCC(=O)N1CCCC1	2%
Cc1ccc(Cl)cc1NC(=O)COC(=O)Cn1cnc2c1c(=O)n(C)c(=O)n2C	3%
CCOC(=O)C1=NN(c2ccc(C)cc2)CC1C(=O)OC (configuration not stated)	-2%
CC(=O)OCC(=O)[C@@]12OC(C)(C)OC1CC1C3CC(F)C4=CC(=O)C=C[C@@]4(C)[C@@]3(F)C(O)C[C@]12C (some centres not stated)	18%
CCCC(=O)NC(=S)Nc1cccc(NC(=O)c2ccccc2)c1	1%
Cn1c(N)c(C(=O)Nc2c(Cl)cccc2Cl)sc1=S	-5%[57.5 µM]
Cc1c(Nc2c3ccccc3nc3ccccc23)c(=O)n(-c2ccccc2)n1C	1%[57.5 µM]
CCn1c(SCc2ccc(F)cc2)nc2c(c1=O)SCC2	-3%
COc1ccc(N(C)C(=O)Nc2ccc3nsnc3c2)cc1	-6%
O=C(CCSCCC(=O)Nc1c(F)c(F)c(F)c(F)c1F)Nc1c(F)c(F)c(F)c(F)c1F	-2%
COc1ccccc1Nc1nc(NCCO)nc(N)c1[N+](=O)[O-]	-4%[57.5 µM]
COc1ccccc1/C=C1/C(=O)N(c2cc(C)cc(C)c2)C(c2cccc([N+](=O)[O-])c2)S1(=O)=O (configuration not stated)	-1%
COc1ccccc1-n1cccc1C=O	-10%
O=C(Nc1ccc(C(=O)Oc2ccccc2)c(O)c1)c1ccccc1	?
CC(C)S(=O)(=O)C1=NSC2=NC(=O)/C(=C\c3ccc(-c4ccccc4)o3)C(=N)N21	1%
CCn1cc(C(=O)NCC2COc3ccccc3O2)c2cc(OC)c(OC)cc2c1=O (configuration not stated)	7%
O=C(NCc1cccnc1)C(=O)Nc1nc2ccccc2s1	-2%
O=C(NC(=S)Nn1cnnc1)c1cccc(Br)c1	0%
CCC1=C(OC(=O)N(CC)CC)N2C(=O)OC(=NCCOC)[C@]2(Cc2ccccc2)[C@H]2C1=CC[C@H]1C(=O)N(CC(=O)OC)C(=O)[C@H]12	-7%
COC(=O)N/N=C\c1ccc(-c2cc(Cl)c(Cl)cc2Cl)o1	0%
Cc1nn(C)cc1-c1n[nH]c(=S)n1-c1ccc(F)cc1	3%
Cc1ccc(CCCOC(=O)C[N+]2(C)CCCC2)cc1	-8%
O=C(Nc1ccn(Cc2ccccc2)n1)c1cccc(F)c1	4%
CCCCc1c(C)nc2ccc(Br)cc2c1SCCC#N	1%
O=C(NCc1nc2ccccc2[nH]1)C1=C[C@@H](c2ccc(Br)cc2)C[C@@H](OCc2ccc(CO)cc2)O1	-14%[57.5 µM]
Cc1sc(C(C2C(=O)CC(C)(C)CC2=O)C2C(=O)CC(C)(C)CC2=O)cc1[N+](=O)[O-]	4%
COc1ccc(-c2nc(-c3ccccc3)c(NCc3ccccc3)o2)cc1	-8%
CN1CCCN(C(=O)/C=C/c2ccc(Cl)cc2Cl)CC1	-2%
O=C(O)c1cc(-c2cc3ccccc3o2)nn1-c1ccccc1	5%
Cc1cc(C(=O)Nc2cc(C(C)(C)C)on2)c(C)o1	-6%[57.5 µM]
CCOC(=O)C1CCCN(Cc2cc(=O)oc3cc(C)ccc23)C1 (configuration not stated)	0%
Cc1cccc(C(=O)Nc2cc(=O)n(C)c(=O)n2C)c1	-1%
C[C@@H]1NC(=O)/C(=C\c2ccccc2Cl)NC1=O	13%[57.5 µM]
COc1cc(NC(=O)c2ccccc2-c2ccccc2)cc(OC)c1	-4%
O=C(Nc1nnc(-c2ccccc2F)s1)Nc1ccccc1F	6%
COc1cc(/C=N/NC(=O)C(Cc2c[nH]c3ccccc23)NC(=O)OCc2ccccc2)cc([N+](=O)[O-])c1O (configuration not stated)	4%
COc1ccc(-c2cc(OC)c3ccccc3n2)cc1	8%
CCOC(=O)C1(CCOc2ccccc2)CCN(Cc2cc(OC)c3c(c2)OCO3)CC1	-8%[57.5 µM]
CC(C)C(OC(=O)/C=C/c1ccc2c(c1)OCO2)C(=O)NC(N)=O (configuration not stated)	-4%
CC1(OC(=O)CCc2ccccc2)C(=O)C=C2C=C(c3ccc(C#N)cc3)N(C3CC3)C=C2C1=O (configuration not stated)	10%[57.5 µM]
CCN(CC)C(=O)c1ccccc1NC(=O)c1ccccc1SC	-11%
O=C(O)c1ccccc1/C=N/NC(=O)c1cc(-c2ccco2)nc2ccccc12	11%[57.5 µM]

Screening data from PubChem BioAssay.
